TRPC6 inh = blocks the mouse TRPC6 cation channel | Q61143 | HEK293-TRPC6, membrane potential dye, ACh-evoked depolarization; active compounds read low | B-score at 10 µM | 1.1% of 310,000 active | AID 2553;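 active means B-score under library mean minus 3 SD, initial fluorescence not abnormally high, positive integrated signal ratio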;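 further: B-score derived from integrated fluorescence ratio over the kinetic read; more negative B-score means stronger inhibition of depolarization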
Target sequence (Q61143 whole entry, looked up): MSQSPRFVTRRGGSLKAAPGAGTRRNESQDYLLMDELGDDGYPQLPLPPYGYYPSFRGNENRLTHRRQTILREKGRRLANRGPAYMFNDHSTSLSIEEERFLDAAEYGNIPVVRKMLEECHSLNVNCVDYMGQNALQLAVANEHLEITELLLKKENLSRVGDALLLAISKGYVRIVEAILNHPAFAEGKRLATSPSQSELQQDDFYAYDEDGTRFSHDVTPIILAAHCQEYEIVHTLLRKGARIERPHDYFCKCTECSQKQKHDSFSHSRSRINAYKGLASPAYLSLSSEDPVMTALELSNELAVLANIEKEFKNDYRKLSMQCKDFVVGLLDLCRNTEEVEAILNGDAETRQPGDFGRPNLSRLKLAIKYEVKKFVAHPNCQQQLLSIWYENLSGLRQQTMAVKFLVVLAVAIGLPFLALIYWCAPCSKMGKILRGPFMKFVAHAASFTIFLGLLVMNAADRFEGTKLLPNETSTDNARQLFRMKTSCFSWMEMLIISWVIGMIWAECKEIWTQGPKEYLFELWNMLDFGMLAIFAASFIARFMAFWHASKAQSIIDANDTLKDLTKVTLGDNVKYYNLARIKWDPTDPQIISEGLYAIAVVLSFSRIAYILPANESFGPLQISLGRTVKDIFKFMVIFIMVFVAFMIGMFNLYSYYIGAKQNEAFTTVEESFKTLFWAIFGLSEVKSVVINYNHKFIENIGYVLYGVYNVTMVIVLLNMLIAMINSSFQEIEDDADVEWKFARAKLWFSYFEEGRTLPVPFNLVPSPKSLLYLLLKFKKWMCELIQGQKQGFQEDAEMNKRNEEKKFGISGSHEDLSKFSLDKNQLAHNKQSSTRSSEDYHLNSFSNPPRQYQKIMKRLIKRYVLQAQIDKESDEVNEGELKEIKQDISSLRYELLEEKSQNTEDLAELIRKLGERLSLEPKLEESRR
TRPC6 activator = mouse TRPC6 channel activation. HEK293-TRPC6 membrane potential dye fluorescence; active compounds read high. B-score at 10 µM. 0.13% of 310,000 active. AID 2550;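 active means B-score of the integrated fluorescence ratio above library mean plus 3 SD, and starting fluorescence ratio within library mean plus 5 SD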;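 further: higher score means more depolarization so channel activation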
TRPC4 inh = blocks the mouse TRPC4 cation channel | B-score at 10 µM | Q9QUQ5 | HEK293 TRPC4beta/mu-opioid, DAMGO-evoked Fluo4 calcium flux; active compounds read low | 0.39% of 300,000 active | AID 2247;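 active means B-score over 3 SD under the library average, no early fluorescence shift, positive overall ratio signal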
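test system = HEK293 cells with stable TRPC4beta plus mu-opioid receptor expression | detection = Fluo4 Ca2+ flux fluorescence | read-out = integrated fluorescence ratio relative to baseline, converted to per-well B score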
MrgX1 allo act = human MrgX1 positive allosteric modulation, primary screen. 0.63% of 310,000 active. Q96LB2. AID 588675. MrgX1-HEK293, Fluo-4 calcium flux, FDSS; active compounds read high. B-score at 10 µM;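 active means plate-corrected calcium response at least 3 library SD above typical, normal starting fluorescence, not activating the receptor alone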;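 further: compound read alongside a low EC10 to EC30 dose of BAM8-22 agonist; peak minus trough fluorescence over baseline measured at the second addition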
TRPC4 act = TRPC4 (mouse) channel activation; B-score at 10 µM; AID 2237; HEK293 TRPC4beta/mu-opioid, Fluo4 calcium fluorescence; active compounds read high; 0.49% of 310,000 active; Q9QUQ5;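 active means B-score above 5 SD of library B-scores, and initial fluorescence ratio not above library mean plus 5 SD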;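 further: positive B-score marks a calcium rise read as TRPC4 activation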
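Incubation: 45 min room-temperature Fluo4 loading, 110 s read / System: HEK293 cells stably co-expressing mouse TRPC4beta and mu-opioid receptor / Signal: Fluo4 fluorescence, kinetic / Control set: buffer (low) and maximal DAMGO (high) / Measure: integrated baseline-normalised fluorescence ratio, converted to per-well B score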
SKKanGAS inh = SKKanGAS growth inhibition | 1.3% of 300,000 active | S. pyogenes SKKanGAS, kanamycin growth, BacTiter-Glo, 6 h | inhibition, % at 7.5 µM;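 active means mean replicate score, as percent of positive control median, at least 50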;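 further: strain carries kanamycin resistance gene driven by streptokinase promoter and grows in 40 µg/ml kanamycin; loss of luminescence reflects streptokinase promoter inhibition or plain growth inhibition; 0% = median of DMSO wells and 100% = positive control at its reference dose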
MrgX1 ag = human MrgX1 receptor agonism, primary screen; MrgX1-HEK293 cells, Fluo-4 calcium fluorescence, agonist mode; active compounds read high; B-score at 10 µM; 0.44% of 310,000 active; Q96LB2;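 active means calcium response B-score plate-corrected fluorescence ratio at least 3 library SD, with starting fluorescence B-score inside 5 SD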
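Material – MrgX1-expressing HEK293 cells · Input – 15,000 cells seeded per well · Dosing – compound as first of three additions · Times – overnight seeding, then 1 h dark dye loading · Measured by – kinetic Fluo-4 NW fluorescence of intracellular calcium · Read-out – B-scored fluorescence response ratio · Benchmarks – positive and negative control wells on each plate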
ANO1 block = blocks the mouse calcium-activated chloride channel TMEM16A; Q8BHY3; HEK293 TMEM16A/YFP iodide influx fluorescence, ionomycin; normalized B-score (activity score, 25-100; higher = stronger inhibition) at 10 µM; 1.2% of 310,000 active; AID 588511;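 active means ratio plate-corrected score three or more library SD toward inhibition, starting fluorescence score within five deviations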;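 further: score derived from kinetic fluorescence span divided by baseline fluorescence per well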
TRPC4 PAM = TRPC4 (mouse) allosteric potentiation; Q9QUQ5; HEK293 TRPC4beta/mu-opioid, DAMGO EC20, Fluo-4 Ca2+ flux; active compounds read high; B-score at 10 µM; 0.42% of 310,000 active;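 active means B-score of calcium response area above 5 SD of library B-scores, with initial fluorescence ratio within 5 SD of library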;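 further: B-score of integrated fluorescence ratio over time as area under calcium response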
TMEM16A act = activators or potentiators of mouse TMEM16A chloride channel | HEK293 TMEM16A/YFP-H148Q/I152L, iodide quench fluorescence; active compounds read low | 0.3% of 340,000 active | Q8BHY3 | B-score at 10 µM;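 active means fluorescence-ratio B-score plate-corrected deviation score at least 3 library SD below zero, with starting fluorescence score within 5 deviations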;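 further: channel opened by trigger with iodide after compound preincubation; score built on the fluorescence ratio of max minus min over baseline; more negative score means more quench and so TMEM16A activation or potentiation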
MrgX1 antagonist = human MrgX1 receptor antagonism, primary screen | Q96LB2 | MRGX1-HEK293 calcium flux, Fluo-4, BAM8-22 antagonism; active compounds read low | AID 588676 | B-score at 10 µM | 1.3% of 310,000 active;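 active means calcium-response B-score plate-corrected more than 3 library SD below zero, starting fluorescence within 5 deviations, no agonist response on first addition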;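 further: peak minus trough fluorescence over baseline after final BAM8-22 challenge near maximal dose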
* hit, by the source's call; i = inactive; / = no result given.

Compound	MrgX1 allo act	TRPC4 act	TRPC4 inh	MrgX1 ag	TRPC4 PAM	TRPC6 activator	TMEM16A act	TRPC6 inh	MrgX1 antagonist	ANO1 block	SKKanGAS inh
CN(C)CCN(C(=O)c1ccc(S(=O)(=O)N(C)C)cc1)c1nc2cc3c(cc2s1)OCCO3	i	i	i	i	i	i	i	i	i	i	4.9
OC1(C(F)(F)F)CC(O)(C(F)(F)F)n2nc(-c3ccccc3)cc2N1 (stereo not given)	i	i	i	i	i	i	i	i	i	i	21.0
CCOC(=O)Nc1ccc(=O)n(Cc2c(Cl)cccc2Cl)c1	i	i	i	i	i	i	i	i	i	i	-2.8
COc1ccccc1NC(=O)CSc1nnc(Cc2cccn2C)n1CCc1ccccc1	i	i	i	i	i	i	i	i	i	i	-0.4
O=C(Nc1ccc(N2CCCC2)cc1)c1cccc(Cl)c1Cl	i	i	i	i	i	i	i	i	i	i	2.7
NC(=O)CN(N=Nc1cccc([N+](=O)[O-])c1)c1cccc([N+](=O)[O-])c1	i	i	i	i	i	i	i	i	i	i	1.6
COc1ccc(-c2csc3nc[nH]c(=O)c23)cc1	i	i	i	i	i	i	i	i	i	i	-2.9
CC(C)(C)NC(=O)Cn1c(SCC(=O)NC2CC2)nc2ccccc21	i	i	i	i	i	i	i	i	i	i	4.6
O=C(O)C1CCCN1C1=NS(=O)(=O)c2ccccc21 (stereo not given)	i	i	i	i	i	i	i	i	i	i	0.6
Cc1[nH]c(=S)c(C#N)c(C)c1C(=O)Nc1ccccc1	i	i	i	i	i	i	i	i	i	i	-6.3
Cc1ccc(CC(=O)OCCNC(=O)c2cccnc2)cc1	i	i	i	i	i	i	i	i	i	i	1.8
COc1ccc(-c2nn(-c3ccccc3)cc2C(=O)N2CCN(S(=O)(=O)c3cccc(F)c3)CC2)cc1	i	i	i	i	i	i	i	i	i	i	12.6
COc1ccc(-n2c(CN3CCC(C)CC3)nc3ccc([N+](=O)[O-])cc3c2=O)c(OC)c1	i	i	i	i	i	i	i	i	i	i	4.4
O=C(Nc1ccc2c(c1)OCCO2)C1CCN(C(=O)c2ccc(Cl)cc2)CC1	i	i	i	i	i	i	i	i	i	i	4.8
CC(=O)N1CCN(C(=O)c2cc(-c3ccc(Cl)s3)nc3ccccc23)CC1	i	i	i	i	i	i	i	i	i	i	-3.4
CC(=O)Nc1nnc(SCC(=O)N2C(C)CCCC2C)s1 (stereo not given)	i	i	i	i	i	i	i	i	i	i	0.3
COC(=O)c1cc(NS(=O)(=O)c2ccc(C(C)C)cc2)ccc1N1CCOCC1	i	i	i	i	i	i	i	i	i	i	-0.4
CNC(=S)Nc1ccc(C(N)=O)cc1	i	i	i	i	i	i	i	i	i	i	-5.5
CCC(C(=O)OCn1nnc2ccccc2c1=O)c1ccccc1 (stereo not given)	i	i	i	i	i	i	i	i	i	i	1.0
Brc1ccc(-c2csc(/N=C/N3CCCC3)n2)cc1	i	i	i	i	i	i	i	i	i	i	0.0
O=C(c1ccccc1Oc1ccc(C(F)(F)F)cc1[N+](=O)[O-])N1CCOCC1	i	i	i	i	i	i	i	i	i	i	-9.9
COC(=O)c1cc(CNC(=O)c2ccc(O)c(Cl)c2)ccc1OC	i	i	i	i	i	i	i	i	i	i	-2.5
COc1ccccc1C(=O)Nc1ccc(S(=O)(=O)NC2=NCCCCC2)cc1	i	i	i	i	i	i	i	i	i	i	0.1
COc1ccc(NC(=O)CSc2nc(O)cc(=O)[nH]2)c(OC)c1	i	i	i	i	i	i	i	i	i	i	-7.4
CC(NC(=O)COc1ccccc1)C(=O)OCC(=O)c1cc2ccccc2o1 (stereo not given)	i	i	i	i	i	i	i	i	i	i	2.3
CCCCNC(=O)C1c2cc(OC)c(OC)cc2C(=O)N(C)C1c1cccs1 (stereo not given)	i	i	i	i	i	i	i	i	i	i	0.8
COc1c(-c2ccc(O)cc2)oc2cc(O)cc(O)c2c1=O	i	/	/	i	/	/	i	/	i	i	/
COC(=O)Cc1[nH]n(-c2ccccc2)c(=O)c1C=Nc1ccc(C)cc1	i	i	i	i	i	i	i	i	i	i	-4.2
Cc1cc(S(=O)(=O)NCC2CCCO2)c(C)cc1Br (stereo not given)	i	i	i	i	i	i	i	i	i	i	-3.4
COc1cccc(/C=N/Nc2cc(C)nc(-c3ccccc3O)n2)c1O	i	i	i	i	i	i	i	i	i	i	64.5*
CN(C)C(CNC(=O)CSc1nnc(-c2ccco2)o1)c1ccccc1 (stereo not given)	i	64*	i	i	i	i	i	i	i	i	-1.2
N/C(=N\OC(=O)Cc1ccccc1[N+](=O)[O-])c1ccc(Br)cc1	i	i	i	i	i	i	i	i	i	i	7.8
CCN(CCCNC(=O)Cn1ncc2c([nH]c3ccc(C)cc32)c1=O)Cc1ccccc1	i	i	i	i	i	i	i	i	i	i	-3.0
COC(C(=O)Nc1ccc(S(=O)(=O)N2CCCCC2)cc1)c1ccccc1 (stereo not given)	i	i	i	i	i	i	i	i	i	i	-4.4
O=C(CCC(=O)OCC(F)(F)C(F)F)Nc1ccc(Cl)cc1	i	i	i	i	i	i	i	i	i	i	/
CCOc1cccc(NC(=O)Cc2cccs2)c1	i	i	i	i	i	i	i	i	i	i	-1.4
CC(C)(C)N1CC(c2nc3ccccc3n2Cc2ccccc2)CC1=O (stereo not given)	i	i	i	i	i	i	i	i	i	i	-4.2
COc1ccc(N(CC(=O)NC2CCCC2)C(=O)Cn2nnc(-c3ccc(C)o3)n2)c(OC)c1	/	i	i	/	i	i	i	i	/	/	1.0
CCOc1ccccc1N(CC(=O)NCC1CCCO1)C(=O)CCC(=O)Nc1cc(C)on1 (stereo not given)	i	i	i	i	i	i	i	i	i	i	-2.0
Cn1cccc1-c1nc2ccc(NC(=O)c3ccco3)cc2[nH]1	i	i	i	i	i	i	i	i	i	i	16.6
CCOC(=O)C(N)CSC1CC(=O)N(c2ccc(OCC)cc2)C1=O (stereo not given)	i	i	i	i	i	i	i	i	i	i	-0.1
OCCOCCOc1cccc2[nH]ccc12	i	i	i	i	i	i	i	i	i	i	11.8
CCN(CC)S(=O)(=O)c1cc(NC(=O)c2ccc(Br)s2)ccc1C	i	i	i	i	i	i	i	i	i	i	9.8
Cc1ccc(-c2nc(-c3ccccn3)no2)cc1Cl	i	i	i	i	i	i	i	i	i	i	15.2
O=C(Nc1nc2ccccc2s1)C1CCCN1S(=O)(=O)c1ccc(Cl)cc1 (stereo not given)	i	i	i	i	i	i	i	i	i	i	34.5
COc1ccc(C2CC(=O)C(C=NCC(C)C)=C(O)C2)cc1 (stereo not given)	i	i	i	i	i	i	i	i	i	i	-4.4
O=C(NNC(=O)c1ccc(Cl)s1)c1csc(N2CCOCC2)n1	i	i	i	i	i	i	i	i	i	i	-1.0
Cc1ccc(C(=O)NC(=C(Cl)Cl)S(=O)(=O)c2ccccc2)cc1	i	i	i	i	i	i	i	i	i	i	-11.1
COc1ccc(/C=C2\SC(=S)N(N3C(=O)CCC3=O)C2=O)cc1O	i	i	i	i	144*	i	i	i	i	i	5.8
Cc1c(Cl)cccc1NC(=S)N(C)CCC#N	i	i	i	i	i	i	i	i	i	i	0.2

Remaining list, next part:
Compound	MrgX1 allo act	TRPC4 act	TRPC4 inh	MrgX1 ag	TRPC4 PAM	TRPC6 activator	TMEM16A act	TRPC6 inh	MrgX1 antagonist	ANO1 block	SKKanGAS inh
CC(=O)Nc1ccc(SCC(=O)OCC(=O)NC(=O)NCc2ccco2)cc1	i	i	i	i	i	i	i	i	i	i	2.9
CN1/C(=C\C(=O)Nc2cccc(Cl)c2)C(C)(C)c2ccccc21	i	i	i	i	i	i	i	i	i	i	7.0
O=C(CSc1nn(-c2ccccc2)c(=S)s1)NC(=O)NCc1ccco1	i	i	i	i	i	i	i	i	i	i	8.5
Cc1ccc(S(=O)(=O)N2CCC(=O)N(CCOCc3ccccc3)CC2)cc1	i	i	i	i	i	i	i	i	i	i	-0.8
CCOC(=O)c1cc2c(=O)n3ccccc3nc2n(CC(C)C)c1=NC(=O)c1c(-c2c(F)cccc2Cl)noc1C	i	i	i	i	i	i	i	i	i	i	18.2
O=C(CC1SC(=Nc2ccccc2)N(CCc2c[nH]c3ccccc23)C1=O)Nc1ccccc1F (stereo not given)	i	i	i	i	i	i	i	i	i	i	85.8*
O=C(COc1ccccc1Br)c1ccc2c(c1)OCO2	i	i	i	i	i	i	i	i	i	i	9.6
NC(=O)[C@H]1CC2(CC(c3cccc(NC(=O)COc4ccc(Cl)cc4)c3)=NO2)CN1C(=O)CC(c1ccccc1)c1ccccc1 (stereo not given in full)	i	i	i	i	i	i	i	i	i	i	43.8
Nn1cnc2scc(-c3ccco3)c2c1=O	i	i	i	i	i	i	i	i	i	i	-0.5
COc1cccc(NC(=O)C(OC(=O)c2ccccc2NS(=O)(=O)c2cccs2)c2ccccc2)c1 (stereo not given)	i	i	i	i	i	i	i	i	i	i	4.3
CCc1nnc(NS(=O)(=O)c2ccc(NC(=S)NC(=O)/C=C/c3cccs3)cc2)s1	/	i	i	/	i	i	i	i	/	/	27.7
CC(C)c1nc(CNC(=O)CC2C(=O)NCCN2Cc2cccc(F)c2F)cs1 (stereo not given)	i	i	i	i	i	i	i	i	i	i	7.4
O=C(N/N=C\c1ccc(Oc2ccccc2)cc1)c1csnn1	i	i	i	i	i	i	i	i	i	i	-7.9
COC(=O)c1c(NC(=O)c2ccc(C)cc2)csc1C	i	i	i	i	i	i	i	i	i	i	-2.0
COc1cccc(CC(NC(C)=O)C(=O)NC2CCN(c3ncccc3[N+](=O)[O-])CC2)c1 (stereo not given)	i	i	i	i	i	i	/	i	i	i	-1.5
CSc1nn2c(C)c(C)c(C)nc2c1C#N	i	i	i	i	i	i	i	i	i	i	-1.0
Cc1nonc1OCCN1CCN(c2ccccc2[N+](=O)[O-])CC1	i	i	i	i	i	i	i	i	i	i	-2.0
COc1ccc(NC2=C3CCCC=C3N(c3ccc(OC)cc3)C2=O)cc1	i	i	i	i	i	i	i	i	i	i	-3.3

Screening results as filed in PubChem.
